Compound activity deposited in PubChem BioAssay by National Center for Advancing Translational Sciences (NCATS).
Menin-MLL TR inh: displaces Texas Red mutant MLL peptide from human menin. Menin + Texas Red MLL mutant peptide, fluorescence polarization. Potency, µM (titrated, usually from 61.6 µM), inactives show top-dose FP activity change, negative = inhibition, usual class: inhibitors. actives 0.23% (n = 270,000); active means well fitted inhibition curve with a large enough effect in the polarisation, with a control signal flat, not every such curve was filed as active; inconclusive means small, poorly fitted or top-dose-only effect, or effect the other way, or a change in a side signal; inactive means no such curve, though single readings can be large or run the other way; the % refers to the polarisation; further: potency means the concentration at half of the fitted maximal effect; % of control where 0% means no effect; many of its hits are not listed in these tables
GALK inh: inhibitors of human galactokinase | P51570 | Potency, µM (top dose mostly 57.5 µM), inactives show at the top dose activity change, negative = inhibition, hits mostly inhibitors | Purified GALK, Kinase-Glo residual ATP luminescence | actives 0.007% (n = 270,000); further: potency means the concentration at half of the fitted maximal effect; on the % scale 0 is the no-effect control and ±100 the full control effect
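Compounds were pin-transferred into ATP buffer (35 uM final), then GALK plus galactose (5 nM, 100 uM final) was added. After 1 h at room temperature, Kinase-Glo Plus was added and luminescence read after 10 min.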
hERG WT inh: KCNH2 (human, wildtype) channel inhibition. activity change, % at 1.84 µM. U2OS, BacMam KCNH2, thallium flux FluxOr; stronger effect = lower value. Q12809. actives 0.37% (n = 340,000). AID 720551;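 active means maximum activity change below -70%; inconclusive means maximum activity change between -70% and -50%; inactive means maximum activity change above -50%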; further: on the % scale 0 is the no-effect control and ±100 the full control effect
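U2OS cells transduced with wild-type KCNH2 virus are loaded with FluxOr dye for 45 min, and thallium flux is measured in kinetic reads before and after stimulation buffer. Rate constants are normalized to DMSO controls.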
B2AR arrestin: beta2AR (human) beta-arrestin recruitment activity. P07550. beta-arrestin recruitment to beta2AR, cell-based reporter. Potency, µM (series often up to 46.1 µM), for the others: top-dose activation, most hits filed as activators. actives 0.02% (n = 330,000). AID 492947;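 further: potency means the concentration at half of the fitted maximal effect; 0% = DMSO controls and full agonism = EC100 isoproterenol or metaproterenol; nearly all actives have a fitted effect of over 65% in size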
Target sequence (P07550 whole entry, looked up): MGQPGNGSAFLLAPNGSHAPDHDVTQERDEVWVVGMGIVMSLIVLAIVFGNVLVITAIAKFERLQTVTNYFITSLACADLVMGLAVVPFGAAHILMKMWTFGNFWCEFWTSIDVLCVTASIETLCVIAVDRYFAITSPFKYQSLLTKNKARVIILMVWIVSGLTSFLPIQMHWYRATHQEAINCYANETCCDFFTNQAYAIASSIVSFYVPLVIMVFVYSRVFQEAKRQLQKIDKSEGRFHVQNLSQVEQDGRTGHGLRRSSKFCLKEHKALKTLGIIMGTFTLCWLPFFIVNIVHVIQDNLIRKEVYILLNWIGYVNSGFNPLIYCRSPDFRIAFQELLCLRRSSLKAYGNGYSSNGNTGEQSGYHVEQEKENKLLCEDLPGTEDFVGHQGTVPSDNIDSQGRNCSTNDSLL
TRPV1 agonist: human TRPV1 agonism | actives 0.19% (n = 320,000) | AID 540275 | TRPV1-expressing cells, Fluo-8 calcium influx, agonist mode | activation, % at 8.33 µM; in the data active means activation above about 80%; inconclusive means between about 30% and that limit; further: 0% is about no effect
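TRPV1-expressing cells were cultured overnight at 35.5C and loaded with Fluo-8 calcium dye for 40 to 90 min at room temperature. After a 10 s baseline, compound was added and calcium influx was read kinetically for 3 min (ex 480/em 520 nm).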
CXXC DNA block: blocks binding of human MLL CXXC domain to DNA; actives 0.037% (n = 290,000); MLL-CXXC / FITC-HOXA9 DNA fluorescence polarization; Potency, µM (series often up to 115 µM), without a hit: at the top dose activity change, negative = inhibition, hits mostly inhibitors; active means well fitted inhibition curve with a large enough effect in the polarisation, with a control signal flat, not every such curve was filed as active; inconclusive means small, poorly fitted or top-dose-only effect, or effect the other way, or a change in a side signal; inactive means no such curve, though single readings can be large or run the other way; the % refers to the polarisation; further: potency means the concentration at half of the fitted maximal effect
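Purified MLL-CXXC (added from a 7 uM solution) was preincubated 5 min at ambient with pinned compounds in 50 mM Tris-HCl pH 7.5, 50 mM NaCl, 1 mM DTT, 0.05% BSA. Fluorescein-labeled HOX-A9 DNA (50 nM solution) followed, 30 min, then polarization read.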
Giardia kill: kills Giardia lamblia. Giardia lamblia trophozoite viability. AID 540267. activity change, % at 7.66 µM, hits read low. actives 0.15% (n = 340,000); in the data active means activity change below about -80%; inconclusive means between about -30% and that limit;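 further: parasites exposed to compound for two days anaerobically before the ATP read; on the % scale 0 is the no-effect control and ±100 the full control effect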
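ATP-content bioluminescence gauges trophozoite survival. Cells (100/well) receive compound and incubate anaerobically for 48 hrs at 37 deg C; detection reagent follows for 15-30 min at room temperature.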
USP2a inh: USP2a (human) protease inhibition; USP2 core, Ub-CHOP2 coupled fluorogenic reporter, 485/531; Potency, µM (highest dose often 38.3 µM), for the others: at the top dose activity change, negative = inhibition, hits mostly inhibitors; actives 0.01% (n = 330,000); AID 463254;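 further: potency means the concentration at half of the fitted maximal effect; plate controls were DMSO wells for no effect and full inhibition by NEM control for full effect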
Target sequence (O75604 whole entry, looked up): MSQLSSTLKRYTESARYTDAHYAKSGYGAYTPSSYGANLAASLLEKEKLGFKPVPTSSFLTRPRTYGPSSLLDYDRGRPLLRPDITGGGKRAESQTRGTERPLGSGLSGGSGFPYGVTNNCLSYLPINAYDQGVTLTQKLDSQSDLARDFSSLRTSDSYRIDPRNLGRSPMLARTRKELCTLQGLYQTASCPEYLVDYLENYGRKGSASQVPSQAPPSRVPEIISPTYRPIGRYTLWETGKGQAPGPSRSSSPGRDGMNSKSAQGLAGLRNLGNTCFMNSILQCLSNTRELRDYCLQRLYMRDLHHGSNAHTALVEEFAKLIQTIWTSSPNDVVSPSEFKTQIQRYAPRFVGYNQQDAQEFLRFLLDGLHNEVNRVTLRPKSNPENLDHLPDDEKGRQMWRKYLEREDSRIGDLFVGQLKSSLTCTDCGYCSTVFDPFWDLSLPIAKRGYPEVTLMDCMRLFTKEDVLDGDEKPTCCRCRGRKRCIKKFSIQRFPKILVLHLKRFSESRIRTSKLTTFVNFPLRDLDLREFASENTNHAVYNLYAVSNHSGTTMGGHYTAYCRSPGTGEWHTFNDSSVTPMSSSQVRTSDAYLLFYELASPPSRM
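Cell-free coupled assay: 10nM USP2 core preincubated 30min RT with compound in Tris-HCl pH 8.0/CaCl2/CHAPS buffer, then 25nM Ub-CHOP2 and 25nM reporter substrate; fluorescence (Ex 485/Em 531) read after 60min RT, normalized to NEM inhibition, concentration-response curves fitted.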
PKM2 activator: activators of human pyruvate kinase M2; P14618; purified PKM2, Kinase-Glo ATP luminescence, activation; response scale: 0% is enzyme alone, no compound; Potency, µM (titrated, usually from 57.5 µM), inactives show top-dose activation, usual class: activators; actives 0.34% (n = 260,000); AID 1631; further: potency means the concentration at half of the fitted maximal effect; on the % scale 0 is the no-effect control and ±100 the full control effect; nearly all actives have a fitted effect of over 55% in size
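ATP formation by purified human PK-M2, quantified via coupled luciferase luminescence after 1 h at room temperature with 0.1 mM ADP and 0.5 mM PEP final.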
Coupling enz: inhibits coupling enzyme system, counter-screen for aldolase hits; coupling enzyme system counterscreen, AmpLite Red fluorescence; activity change, negative = inhibition, % at 58.2 µM, hits read low; actives 0.67% (n = 290,000); AID 2472; in the data active means activity change below about -30%; further: on the % scale 0 is the no-effect control and ±100 the full control effect
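Fluorescence at 525 nm excitation and 598 nm emission measured inhibition of the coupled detection system without aldolase. Compounds (at 57.5 uM final) were preincubated 10 min at room temperature with coupling enzyme reagent before a 20 min substrate/AmpLite Red step.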
KCNH2 3.1 block: blocks the human KCNH2 3.1 channel isoform; U2OS KCNH2 3.1, thallium flux FluxOr; stronger effect = lower value; activity change, % (tested at about 1.8 µM); actives 0.95% (n = 340,000); AID 720553;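 active means maximum activity change below -70%; inconclusive means maximum activity change from -70% to -50%; inactive means maximum activity change above -50%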;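 further: thallium influx rate constant from kinetic fluorescence after stimulation buffer; on the % scale 0 is the no-effect control and ±100 the full control effect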
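U2OS cells transduced with KCNH2 3.1 mutant virus (1.77 x 10^8 /mL, 4 h), plated overnight at 37 C, loaded 45 min with FluxOr dye plus Red40 quencher. Thallium flux rate constant from kinetic reads after stimulation buffer, normalised to controls.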
Starred values were filed as active, the others as inactive; u = inconclusive; x = not tested or not shown; [ ] = another dose, or the depositor's remark. Unless noted, the call rests on the fitted dose curve; in most records, active means well fitted curve in the direction sought with a large enough effect; inconclusive means small, poorly fitted or top-dose-only effect, or another doubt; inactive means no such curve, though single readings can be large; an effect the other way counts as inactive or inconclusive. This is a subset; the hit share may differ from the screen's.

entry	SMILES	Menin-MLL TR inh	GALK inh	hERG WT inh	B2AR arrestin	TRPV1 agonist	CXXC DNA block
1	Cc1onc(-c2c(F)cccc2Cl)c1C(=O)OCC(=O)NC(N)=O	5%	7%	10	0.1%	-5	4%
2	CCOC(=O)c1ccc(NC(=O)CN2C(=O)CNC2=O)cc1	14%	0%	-20	0.4%	2	-2%
3	Cc1cc(C(=O)N2CCC(C(F)(F)F)n3nccc32)on1 (stereo not given)	-11%	-2%	4	-0.1%	-7	-12%
4	CCc1sc(-c2ccccc2)nc1C(=O)OC	x	1%	0	-0.9%	x	-4%
5	CSc1ccc(Cl)c(C(=O)OCC(=O)NC2CC2)c1	-9%	-1%	-3	-0.8%	4	0%
6	CCC1(CC)Cc2ccccc2-c2nc(NCCCO)[nH]c(=O)c21	-3%	11%	-1	-0.4%	u	9%
7	Cc1cc(C)cc(NC(=O)C2CCN(S(=O)(=O)c3ccc4[nH]c(=O)ccc4c3)CC2)c1	40%[activator]	x	-37	-0.1%	-1	x
8	C=CCc1c(C)nc(SC)nc1Nc1ccc(C(=O)O)cc1	-6%	0%	-13	-0.5%	-2	-12%
9	CC1CCC/C(=C\Nc2ccc3c(c2)OCO3)C1=O (stereo not given)	-5%	2%	-1	2.6%	11	-7%
10	Cn1c(NCc2ccco2)nc2c1c(=O)n(Cc1ccc(Cl)cc1)c(=O)n2C	u	0%	2	0.3%	18	1%
11	CC1Cc2ccccc2N1C(=O)CN1C(=O)NC2(CCCCC2)C1=O (stereo not given)	x	x	0	-0.6%	-2	x
12	COc1ccc2nc(NCCNC(=S)NCCCN3CCOCC3)c(C#N)cc2c1	10%	-1%	-13	0.5%	2	11%
13	CCOc1cc(C(=O)NC(=S)Nc2ccc(Cl)c(C(=O)O)c2)cc(OCC)c1OCC	x	-4%	7	0.1%	2	-5%
14	CCOC(=O)C1C(=O)NC(N2CCN(c3ccccc3)CC2)=NC1c1ccco1 (stereo not given)	32%[activator]	1%	5	-0.1%	-3	6%
15	O=C(O)c1ccc2c3n(nc2c1)-c1ccc(Cl)cc1CO3	-2%	x	0	-0.6%	-3	-22%

entry	Giardia kill	USP2a inh	PKM2 activator	Coupling enz	KCNH2 3.1 block
1	-1	11%	2%	4	-5
2	5	-3%	1%	1	-11
3	-1	0%	-22%	7	-4
4	18	1%	-6%	3	16
5	4	1%	21%	3	-24
6	7	-5%	12%	-10	36
7	9	2%	14%	0	u
8	-12	-3%	2%	13	3
9	-2	2%	-3%	-10	12
10	-3	0%	u	-1	-12
11	-23	0%	x	x	3
12	12	-4%	4%	-29	-12
13	24	-3%	4%	1	4
14	3	2%	3%	4	-2
15	3	-1%	-19%	9	-2

Following part
entry	SMILES	Menin-MLL TR inh	GALK inh	hERG WT inh	B2AR arrestin	TRPV1 agonist	CXXC DNA block
16	CS(=O)(=O)C1=NSC2=NC(=O)/C(=C\c3ccc(OS(=O)(=O)c4ccccc4)cc3)C(=N)N21	x	u	15	0.2%	2	1%
17	CCCCCC[n+]1c(-c2ccccc2)csc1Nc1ccccc1	-3%	0%	9	0.0%	-1	11%
18	NS(=O)(=O)c1c(Sc2ccccc2C(=O)O)ccc2ccccc12	-18%	4%	-14	-0.9%	6	-16%
19	O=C(Cc1ccc(Br)cc1)Nc1ncc([N+](=O)[O-])s1	x	1%	-13	0.4%	0	8%
20	Oc1ccccc1N1CCN(c2ccc3ccccc3n2)CC1	-1%	4%	30	-0.3%	-3	0%
21	O=C(COc1ccc2ccccc2c1)N1CCN(C(=O)c2ccco2)CC1	-11%	4%	-1	-0.4%	6	6%
22	CN(C(=O)COC(=O)/C=C/c1cccs1)c1c(N)n(Cc2ccccc2)c(=O)[nH]c1=O	x	x	0	-0.6%	0	x
23	CNc1ccccc1C(C)(C)c1cc(-c2cc(C)cc(C)c2)no1	-2%	0%	-1	0.2%	4	14%
24	CCOC(=O)Cc1csc(SCC(=O)NC2CCC(C)CC2)n1 (stereo not given)	x	x	-8	0.0%	1	x
25	CC(C)COP(=O)(c1ccc(N(C)C)cc1)C(O)c1ccccc1 (stereo not given)	u	-2%	-1	0.1%	2	46%[activator]
26	O=C(CSc1cccc[n+]1[O-])NCC1CCCCC1	7%	-2%	3	-0.1%	-2	-4%
27	CCOc1c(Br)cc(CNc2ccc3c(c2)OCCO3)cc1OC	9%	-2%	17	0.0%	1	4%
28	O=C(c1ccc2c(=O)n(-c3ccccc3)c(=O)[nH]c2c1)N1CCN(c2ccc(F)cc2)CC1	-22%	0%	1	-0.5%	-1	2%
29	COc1ccc(CCNC(=O)C2CC(c3ccccc3F)=NO2)cc1 (stereo not given)	x	1%	x	-0.9%	3	-5%
30	COc1ccc(N(C(=O)c2ccco2)S(=O)(=O)c2cc(OC)ccc2OC)cc1	-13%	-3%	5	-0.5%	2	48%[activator]

entry	Giardia kill	USP2a inh	PKM2 activator	Coupling enz	KCNH2 3.1 block
16	38[activator]	1%	x	x	-1
17	0	1%	-4%	2	-3
18	-10	1%	u	5	10
19	-93*	-9%	1%	7	8
20	7	-4%	x	2	-3
21	11	3%	21%	2	-7
22	6	-2%	x	x	15
23	2	0%	12%	0	-20
24	29	-6%	x	x	-2
25	-23	3%	x	0	9
26	-5	1%	1%	0	21
27	22	-9%	1%	-11	4
28	2	3%	-1%	-1	-14
29	6	5%	5%	0	x
30	4	0%	-2%	1	9

Remaining list, next part
entry	SMILES	Menin-MLL TR inh	GALK inh	hERG WT inh	B2AR arrestin	TRPV1 agonist	CXXC DNA block
31	CCOC(=O)c1sc(NC(=O)c2cncc(Br)c2)nc1C	2%	-3%	x	-0.2%	0	-2%
32	CCCN(CC(=O)Nc1ccc(F)c(F)c1F)CC(=O)Nc1c(Cl)cccc1Cl	12%	0%	5	-0.5%	11	-1%
33	CCC(=O)Nc1ccc(N2CCCCC2)c(C(=O)Nc2ccc(OC)cc2)c1	39%[activator]	-7%	3	-0.4%	29	-1%
34	COc1ccc2nc(NC(=O)[C@@H]3CCCN3C(=O)c3cccs3)sc2c1	-7%	2%	5	u	-1	20%
35	CCOC(=O)CSc1nc2ccccc2c(=O)n1NC(=O)c1ccccc1	4%	4%	48	0.4%	2	-8%
36	COc1ccccc1Nc1c2ccccc2nc2ccccc12	-19%	x	14	0.2%	5	1%
37	O=C(c1ccccn1)N(CC1CCCO1)C1(C(=O)NC2CCCCC2)CCCCC1 (stereo not given)	-21%	-1%	26	-0.1%	16	-9%
38	COc1ccc(CCNC(=O)c2c(O)c3c([nH]c2=O)CCCC3)cc1	57%[activator]	5%	13	3.4%	2	13%
39	O=c1oc(-c2ccccc2)nc2c1C1(CCCCC1)Cc1ccccc1-2	-1%	-1%	1	5.8%	7	13%

entry	Giardia kill	USP2a inh	PKM2 activator	Coupling enz	KCNH2 3.1 block
31	x	1%	3%	3	x
32	-2	2%	14%	1	-1
33	-22	3%	-1%	-4	x
34	0	-1%	1%	0	3
35	-5	-2%	-5%	5	-7
36	8	-4%	x	0	-10
37	-7	0%	-4%	1	13
38	6	-8%	-3%	-2	4
39	36[activator]	2%	-2%	3	2

Another view of part of the listing above.
Second line of a record – Menin-MLL TR inh | GALK inh | hERG WT inh | B2AR arrestin | TRPV1 agonist | CXXC DNA block | Giardia kill | USP2a inh | PKM2 activator | Coupling enz | KCNH2 3.1 block
#32 CCCN(CC(=O)Nc1ccc(F)c(F)c1F)CC(=O)Nc1c(Cl)cccc1Cl
    12% | 0% | 5 | -0.5% | 11 | -1% | -2 | 2% | 14% | 1 | -1
#33 CCC(=O)Nc1ccc(N2CCCCC2)c(C(=O)Nc2ccc(OC)cc2)c1
    39%[activator] | -7% | 3 | -0.4% | 29 | -1% | -22 | 3% | -1% | -4 | x
#34 COc1ccc2nc(NC(=O)[C@@H]3CCCN3C(=O)c3cccs3)sc2c1
    -7% | 2% | 5 | u | -1 | 20% | 0 | -1% | 1% | 0 | 3
#35 CCOC(=O)CSc1nc2ccccc2c(=O)n1NC(=O)c1ccccc1
    4% | 4% | 48 | 0.4% | 2 | -8% | -5 | -2% | -5% | 5 | -7
#36 COc1ccccc1Nc1c2ccccc2nc2ccccc12
    -19% | x | 14 | 0.2% | 5 | 1% | 8 | -4% | x | 0 | -10
#37 O=C(c1ccccn1)N(CC1CCCO1)C1(C(=O)NC2CCCCC2)CCCCC1 (stereo not given)
    -21% | -1% | 26 | -0.1% | 16 | -9% | -7 | 0% | -4% | 1 | 13
